AmpC inh detg – blocks E. coli AmpC beta-lactamase in detergent assay; AID 485294; P00811; actives 0.041% (n = 370,000); AmpC hydrolysis of nitrocefin, absorbance 480 nm, 0.01% Triton; Potency, µM (top dose mostly 114 µM), for the others: at the top dose activity change, negative = inhibition, usual class: inhibitors;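 further: potency means the concentration at half of the fitted maximal effect; 0% = no-compound wells and -100% = no-enzyme wells; nearly all actives have a fitted effect of over 25% in size; some results filed as inactive show a strong effect at the top dose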
Target sequence (P00811 whole entry, looked up): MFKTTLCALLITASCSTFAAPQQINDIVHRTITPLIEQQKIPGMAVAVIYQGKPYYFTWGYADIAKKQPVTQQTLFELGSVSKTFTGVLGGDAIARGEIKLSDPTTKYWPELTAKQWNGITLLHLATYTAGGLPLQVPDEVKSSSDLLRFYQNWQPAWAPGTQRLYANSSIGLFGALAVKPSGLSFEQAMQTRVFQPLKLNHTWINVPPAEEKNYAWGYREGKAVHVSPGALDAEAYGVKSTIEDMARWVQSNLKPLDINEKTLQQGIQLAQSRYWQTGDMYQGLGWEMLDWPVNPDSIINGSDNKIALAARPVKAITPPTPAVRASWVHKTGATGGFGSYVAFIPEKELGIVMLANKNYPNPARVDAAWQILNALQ
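20 mM phosphate pH 7.0 + 0.01% (detergent screen) or 0.0001% Triton X-100; 5.3 nM AmpC reagent; cpd preinc 15 min RT; nitrocefin (800 uM stock) to start; A480 q20 s × 4 min; Activity was normalised to no-enzyme and no-compound control wells.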
AmpC no deterg – blocks E. coli AmpC beta-lactamase in detergent-free assay. P00811. AmpC nitrocefin hydrolysis, absorbance 480 nm, 0.0001% Triton. Potency, µM (highest dose often 57.1 µM), for inactives: at the highest dose activity change, negative = inhibition, hits mostly inhibitors. actives 0.52% (n = 330,000);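 further: potency means the concentration at half of the fitted maximal effect; plate controls were no compound for no effect and no enzyme for full effect; nearly all actives have a fitted effect of over 20% in size; some results filed as inactive show a strong effect at the top dose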
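20 mM phosphate pH 7.0 + 0.01% (detergent screen) or 0.0001% Triton X-100; 5.3 nM AmpC reagent; cpd preinc 15 min RT; nitrocefin (800 uM stock) to start; A480 q20 s × 4 min; Activity was normalised to no-enzyme and no-compound control wells.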
Giardia FBPA inh – inhibitors of Giardia lamblia fructose-1,6-bisphosphate aldolase | A8B2U2 | purified Giardia FBPA | Potency, µM (doses to about 59.6 µM), for the others: top-dose activity, negative = inhibition, usual class: inhibitors | actives 0.71% (n = 290,000) | AID 2451; further: potency means the concentration at half of the fitted maximal effect; nearly all actives have a fitted effect of over 55% in size
Target sequence (A8B2U2 whole entry, looked up): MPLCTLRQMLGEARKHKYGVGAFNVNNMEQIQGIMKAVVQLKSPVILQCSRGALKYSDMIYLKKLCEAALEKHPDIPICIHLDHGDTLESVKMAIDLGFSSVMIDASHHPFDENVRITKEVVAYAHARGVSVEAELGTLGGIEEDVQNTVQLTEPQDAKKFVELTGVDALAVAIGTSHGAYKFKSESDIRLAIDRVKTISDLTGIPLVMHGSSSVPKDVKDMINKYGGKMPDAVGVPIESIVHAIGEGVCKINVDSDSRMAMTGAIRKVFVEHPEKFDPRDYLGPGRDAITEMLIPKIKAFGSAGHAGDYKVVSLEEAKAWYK
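40 nM FBPA preincubated 10 min at RT with compound (up to 57.5 uM final), then substrate plus GAPDH/TPI/NAD/arsenate coupling and diaphorase/resazurin added. Fluorescence read after 20 min at RT, 525/598 nm.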
HCMV antiviral – blocks human cytomegalovirus replication. HFF cells, HCMV-luciferase reporter, 72 h; hits give low values. activity change, negative = inhibition, % at 57.5 µM. actives 4.5% (n = 410,000); in the data active means activity change below about -60%; inconclusive means no clear call, values can overlap the other calls; inactive means above about -39%
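Cell-based, HFFs, 1000 cells/well, 16 h 37C; cpds in DMSO + HCMV-luc, MOI 1 PFU/cell; 72 h 37C; OneGlo luminescence after 5 min RT; norm. to buffer vs Salinomycin 10uM.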
HCV inh – blocks hepatitis C virus; Huh7.5.1 HCVcc-Cre infection, luciferase reporter, 44 h; Potency, µM (titrated, usually from 41.8 µM), for the others: top-dose activity change, negative = inhibition, actives largely listed as inhibitors; actives 3.4% (n = 340,000); AID 651820; further: potency means the concentration at half of the fitted maximal effect
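Seed cells (1,000/well) for 4 h; treat with compound and infect with HCVcc-Cre, moi about 0.5. Incubate 44 h, then detect luciferase activity.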
Sm TGR inh – S. mansoni TGR enzyme inhibition; Q962Y6; purified TGR, DTNB reduction, TNB absorbance 405 nm; Potency, µM (top dose mostly 114 µM), for the others: top-dose activity change, negative = inhibition, most hits filed as inhibitors; actives 3% (n = 360,000); AID 485364; further: potency means the concentration at half of the fitted maximal effect; nearly all actives have a fitted effect of over 60% in size
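Kinetic colorimetric format: TGR-catalysed, NADPH-driven DTNB reduction monitored via TNB absorbance. Enzyme dispensed at 20 nM; compound exposure 15 min at room temperature before reaction start.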
An asterisk follows results filed as active; ? = inconclusive; . = no result given; [ ] = another dose, or the depositor's remark. Unless noted, the call rests on the fitted dose curve; in most records, active means well fitted curve in the direction sought with a large enough effect; inconclusive means small, poorly fitted or top-dose-only effect, or another doubt; inactive means no such curve, though single readings can be large; an effect the other way counts as inactive or inconclusive. Unless noted, on the % scale 0 is the no-effect control and ±100 the full control effect. An unsorted share of the library (roughly 9.9% active in at least one column).

smiles,AmpC inh detg,AmpC no deterg,Giardia FBPA inh,HCMV antiviral,HCV inh,Sm TGR inh
CC(=O)c1c(C)[nH]c(C(=O)OCC(=O)Nc2ccc([N+](=O)[O-])cc2Cl)c1C,-8%,-38%,-1%,1,-22%,4%
CCc1ccccc1NC(=O)Cn1nc(C(F)(F)F)cc1C1CC1,1%,-15%,-4%,39,-4%,5%
COC(=O)c1cc(OC)c(OC)cc1N,-4%,-39%,-5%,6,-2%,2%
O=C(CSCc1c(F)cccc1F)Nc1ccccc1,-6%,-22%,12%,21,21%,-3%
O=C(CSc1ccccc1)Nc1ccccc1N1CCOCC1,0%,3%,4%,-10,-15%,5%
CCCCN(C)CCCNC(=O)c1cc(Nc2ccc(OC)c(OC)c2)nc2ccccc12,0%,42%,6%,68,?,8%
CC(=O)c1ccc(OCc2cc(C(=O)N(C)Cc3nc4c(C)cccc4[nH]3)no2)cc1,?,61%[activator],4%,24,-17%,-16%
O=C(c1cc(Br)c(Br)s1)N1CCN(c2ccccn2)CC1,7%,1%,.,-9,-8%,-23%
CCOc1ccc(NC(=O)CSc2ccccc2N)cc1,-9%,-11%,-5%,82,-14%,23%
Cc1cc(C(=O)CN2C(=O)C(=O)N(CCC3=CCCCC3)C2=O)c(C)n1C,.,-13%,.,-20,21%,.
CC(=O)Nc1ccc(NC(=O)c2csnn2)cc1,22%,.,.,30,.,-1%
O=C(NC(=S)NCCC1=CCCCC1)c1cncc(Br)c1,1%,?,5%,-25,-2%,-14%
Cc1ccc(C(=O)N2CCN(CCNC(=O)C(=O)NCc3ccc(Cl)cc3)CC2)cc1,4%,95%[activator],.,27,-27%,-28%
Cc1ccc(C)c(N(C)S(=O)(=O)c2cccc3nsnc23)c1,?,-18%,-12%,?,-11%,4%
O=C(/C=C/c1cccnc1)c1ccc([N+](=O)[O-])cc1,0%,-9%,?,149,20%,8.9µM*
O=C(NC(=O)c1csnn1)Nc1ccccc1Cl,7%,-38%,.,-83*,8%,0%
CCCC(C(=O)NC(C)(C)C)N(C(=O)c1snc(C(N)=O)c1N)c1ccc2c(c1)OCCO2 (centres undefined),?,10%,0%,?,?,-9%
COC(=O)c1c(NC(=O)COC(=O)Cn2cnc3ccccc32)sc(C)c1C,-10%,-13%,-6%,2,?,4%
O=C(COC(=O)c1ccccc1Cl)NC1CCCCCCC1,-4%,-39%,.,-15,6%,1%
COC(=O)CC1C(=O)NCCN1C(=O)CSc1nc2ccccc2o1 (centres undefined),4%,-15%,0%,29,9%,8%
COc1ccc(C2=CC(c3ccccc3Cl)n3nc(-c4ccc(Cl)cc4)nc3N2)cc1 (centres undefined),-5%,.,.,-33,.,-1%
N#C/C(C(=O)Oc1ccccc1)=C1/Nc2ccccc2-c2ccccc21,2%,-12%,.,-10,?,12%
COCCn1c(-c2cc(OC)c(OC)c(OC)c2)nc2oc3ccccc3c(=O)c2c1=O,?,-2%,8%,-65*,?,-17%
CSc1ccccc1NC(=O)CSc1nnnn1-c1ccccc1SC,-10%,-34%,1%,1,?,4%
COc1ccccc1NS(=O)(=O)c1ccc(N/N=C(\C)C(C)C)c([N+](=O)[O-])c1,?,-30%,0%,-61*,?,-1%
COc1cc(C2N(C)C(=O)c3ccccc3N2C)ccc1O (centres undefined),6%,-20%,-14%,46,-2%,3%
Cc1cc(OCC(=O)Nc2ccccn2)c2c(C)cc(=O)oc2c1,1%,-16%,.,-5,-18%,-3%
N#CC1(Cc2ccc([N+](=O)[O-])cc2)c2ccccc2C=CN1C(=O)c1ccccc1 (centres undefined),?,-38%,1%,-15,6%,-8%
COc1ccc(-n2c(COc3ccccc3)nnc2SCc2ccc(C#N)cc2)cc1,?,59%,0%,-16,-20%,?
CCCCn1c(C(C)NC(=O)COC)nc2ccccc21 (centres undefined),0%,-10%,3%,-36,0%,-2%

Reprinted at random: 4 records from the list
smiles,AmpC inh detg,AmpC no deterg,Giardia FBPA inh,HCMV antiviral,HCV inh,Sm TGR inh
O=C(CSc1ccccc1)Nc1ccccc1N1CCOCC1,0%,3%,4%,-10,-15%,5%
COc1ccc(C2=CC(c3ccccc3Cl)n3nc(-c4ccc(Cl)cc4)nc3N2)cc1 (centres undefined),-5%,.,.,-33,.,-1%
COC(=O)c1c(NC(=O)COC(=O)Cn2cnc3ccccc32)sc(C)c1C,-10%,-13%,-6%,2,?,4%
N#CC1(Cc2ccc([N+](=O)[O-])cc2)c2ccccc2C=CN1C(=O)c1ccccc1 (centres undefined),?,-38%,1%,-15,6%,-8%

Back to the main list with the two entries that preceded the break.
smiles,AmpC inh detg,AmpC no deterg,Giardia FBPA inh,HCMV antiviral,HCV inh,Sm TGR inh
COc1ccc(-n2c(COc3ccccc3)nnc2SCc2ccc(C#N)cc2)cc1,?,59%,0%,-16,-20%,?
CCCCn1c(C(C)NC(=O)COC)nc2ccccc21 (centres undefined),0%,-10%,3%,-36,0%,-2%
Cc1nc(NC(=O)CN(C)S(=O)(=O)c2ccc(Cl)cc2)sc1C,0%,-13%,1%,12,-4%,-13%
COc1ccc(NC(=O)CNS(=O)(=O)c2cccs2)cc1,0%,-22%,3%,-10,-8%,-5%
CN1CCN(C2CCN(c3ccc(Nc4nnc(Cl)c(Nc5ccccc5S(C)(=O)=O)n4)c(OC(CF)CF)c3)CC2)CC1,.,172%[activator],.,0,11µM*,.
COc1ccc2nc(SCC(=O)C(C)(C)C)[nH]c2c1,-2%,69%[activator],-17%,75,5%,0%
O=C(COC(=O)c1ccccc1SCC(=O)N1CCCC1)NC1CCCCC1,1%,-9%,.,-11,2%,-1%
Cc1ccc(C(=O)Nc2nc(-c3ccc([N+](=O)[O-])cc3)cs2)o1,?,-37%,3%,?,6%,-26%
Cc1occc1C(=O)NNC(=O)CN1C(=O)NC2(CCCCC2)C1=O,?,-14%,.,5,18%,0%
Cc1ccccc1N(CC(=O)NC(C)(C)C)C(=O)CS(=O)CC(=O)Nc1ccc2c(c1)OCO2 (centres undefined),-1%,27%,3%,-14,14%,0%[57.1 µM]
Cc1oc(-c2ccc(C(=O)NCCC(C)C)cc2)nc1CS(=O)(=O)c1ccccc1,23%,.,.,12,.,35µM*
CCc1ccccc1NC(=O)CSc1ncc(S(=O)(=O)c2ccc(C(C)C)cc2)c(N)n1,2%,.,.,-29,.,0%
CCOc1ccc(C(O)C(CN2CCOCC2)c2ccccc2)cc1 (centres undefined),5%,18%,-2%,?,7%,0%
COC(=O)Cn1cnc2scc(-c3ccc(C)c(C)c3)c2c1=O,-5%,28%,-6%,-22,-12%,-2%
COc1ccc(S(=O)(=O)N2CCCN(CC(=O)C(C)(C)C)CC2)cc1,-5%,17%,0%,-8,1%,10µM*
CCOC(=O)c1cc2c(ccn2-c2ccc(F)cc2)n1CC(=O)N1CCN(C(=O)c2ccco2)CC1,-13%,20%,-5%,-21,?,?
NC(=O)C1CCN(C(=O)CCn2c(=O)oc3ccccc32)CC1,?,-8%,.,50,-21%,-3%
CCOc1ccc(S(=O)(=O)N2CN3CCN(C3)C2)cc1,5%,-6%,8%,31,18%,5%
Cc1nc(-c2ccc(F)cc2)c(CC(=O)N(C)CC(=O)Nc2ccccc2C(F)(F)F)s1,?,24%,.,-27,?,0%
O=C(Cc1ccc(-n2c(=O)c3ccccc3n(Cc3cccc([N+](=O)[O-])c3)c2=O)cc1)NCC1CCCO1 (centres undefined),-2%,-5%,1%,15,28%,5%
CCOC(=O)Cn1c(=O)c2c(nc3n2CCCCN3c2ccc(C)cc2)n(C)c1=O,?,1%,8%,21,13%,-1%
Cc1occc1C(=O)N/N=C/c1ccc(Br)s1,3%,-32%,-3%,-23,1%,-7%
CC(=O)NCCOc1cccc(OCCNC(C)=O)c1,?,-12%,0%,15,0%,-8%
CC(=O)c1sc(NC(=O)CCN2C(=O)c3ccccc3C2=O)nc1C,0%,-20%,3%,14,5%,-5%
Cc1cc(C)nc(SCC(=O)Nc2nonc2N)n1,3%,3%,-1%,16,4%,.
CC(C)CCNC(=O)c1cc(-c2ccncc2)nc2ccc(S(=O)(=O)N3CCOCC3)cc12,?,5%,-1%,15,-22%,-2%
C(=N\c1nc2ccccc2[nH]1)/c1cccs1,-8%,-1%,-3%,69,.,1%
CC1=NN(C(=O)Cc2ccccc2)C(O)(c2ccccc2)C1 (centres undefined),10%,-4%,12%,-12,12%,8%

No new results follow: 4 of the compounds above.
smiles,AmpC inh detg,AmpC no deterg,Giardia FBPA inh,HCMV antiviral,HCV inh,Sm TGR inh
Cc1cc(C)nc(SCC(=O)Nc2nonc2N)n1,3%,3%,-1%,16,4%,.
CC(C)CCNC(=O)c1cc(-c2ccncc2)nc2ccc(S(=O)(=O)N3CCOCC3)cc12,?,5%,-1%,15,-22%,-2%
C(=N\c1nc2ccccc2[nH]1)/c1cccs1,-8%,-1%,-3%,69,.,1%
CC1=NN(C(=O)Cc2ccccc2)C(O)(c2ccccc2)C1 (centres undefined),10%,-4%,12%,-12,12%,8%

Source: PubChem
